LYPLA1 counter: LYPLA1 inhibitors, primary screen, counter-screen for PME1 inhibitor project, biochemical, fluorescence polarization, FP-Rh probe ABPP | Acyl-protein thioesterase 1 (Homo sapiens), O75608 | recombinant LYPLA1 | inhibition, % at 5.9 µM | hit rate 0.16% among 320,000 | AID 2174, 2009;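 active = inhibition above the mean of all tested compounds plus 3 SD, set per campaign, cut at about 14% in these data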;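 note: inhibitors block serine hydrolase probe labeling of LYPLA1 so polarization falls; 0% = enzyme with DMSO and 100% = wells lacking LYPLA1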
Target sequence (O75608 whole entry, looked up): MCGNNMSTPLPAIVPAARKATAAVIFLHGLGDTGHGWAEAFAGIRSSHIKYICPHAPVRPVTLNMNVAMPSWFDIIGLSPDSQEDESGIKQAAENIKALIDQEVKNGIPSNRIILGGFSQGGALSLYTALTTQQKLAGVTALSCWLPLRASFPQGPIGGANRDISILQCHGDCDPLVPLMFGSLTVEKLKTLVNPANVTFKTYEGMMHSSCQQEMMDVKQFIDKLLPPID
GSTO1 counter: inhibitors of recombinant GSTO1, primary screen, counter-screen for RBBP9 inhibitor project, biochemical, fluorescence polarization; activity-based probe fluorescence polarization; inhibition, % at 5.96 µM; Glutathione S-transferase omega-1 (Homo sapiens), P78417; hit rate 1.1% among 300,000;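 active = inhibition above the campaign mean inhibition plus 3 SD, cut at about 35% in these data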;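 note: 0% = GSTO1-1 with DMSO and 100% = wells lacking GSTO1-1 enzyme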
LYPLA2 inh: LYPLA2 inhibitors, primary screen, counter-screen for PME1 inhibitor project, biochemical, fluorescence polarization, FP-Rh probe ABPP | Acyl-protein thioesterase 2 (Homo sapiens), O95372 | recombinant LYPLA2 | inhibition, % at 5.9 µM | hit rate 0.38% among 320,000 | AID 2177, 2009;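 active = inhibition above the screen-wide mean plus 3 SD, limit set per campaign, cut at about 26% in these data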;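 note: 0% = LYPLA2 with DMSO and 100% = wells lacking LYPLA2 enzyme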
Target sequence (O95372 whole entry, looked up): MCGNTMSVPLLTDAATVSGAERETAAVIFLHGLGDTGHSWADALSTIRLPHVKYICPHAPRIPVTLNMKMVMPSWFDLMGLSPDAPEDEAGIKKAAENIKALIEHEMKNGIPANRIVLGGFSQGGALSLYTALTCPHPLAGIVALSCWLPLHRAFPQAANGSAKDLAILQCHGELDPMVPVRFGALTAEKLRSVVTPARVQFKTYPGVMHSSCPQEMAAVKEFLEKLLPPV
PAD4 inh: human PAD4 inhibitors, primary screen, biochemical, fluorescence polarization, 1536-well format. Protein-arginine deiminase type-4 (Homo sapiens), Q9UM07. recombinant PAD4, RCA probe fluorescence polarization. inhibition, % at 6.36 µM. hit rate 0.41% among 330,000;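 active = percent inhibition above a cutoff equal to the mean of all tested compounds plus 3 SD, cut at about 15% in these data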;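 note: 0% = PAD4 with RCA probe and DMSO and 100% = probe without PAD4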
PAFAH1B3 FP inh: PAFAH1B3 enzyme inhibitors, primary screen, biochemical, fluorescence polarization, human; hit rate 0.28% among 340,000; Platelet-activating factor acetylhydrolase IB subunit alpha1 (Homo sapiens), Q15102; recombinant PAFAH1B3, FP-rhodamine probe; inhibition, % at 3.39 µM;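 active = inhibition above the screen-wide average of all tested compounds plus 3 SD, cut at about 25% in these data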;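 note: 0% = enzyme with DMSO only and 100% = wells lacking PAFAH1B3 protein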
Target sequence (Q15102 whole entry, looked up): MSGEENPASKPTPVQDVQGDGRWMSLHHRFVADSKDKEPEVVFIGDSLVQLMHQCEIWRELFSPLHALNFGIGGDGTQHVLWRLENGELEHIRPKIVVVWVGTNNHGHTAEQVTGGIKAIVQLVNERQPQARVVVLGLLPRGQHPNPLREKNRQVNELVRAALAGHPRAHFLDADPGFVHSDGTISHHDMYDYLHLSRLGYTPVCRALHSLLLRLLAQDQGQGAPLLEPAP
PAFAH1B2 FP inh: PAFAH1B2 enzyme inhibitors, primary screen, biochemical, fluorescence polarization, human; hit rate 1.2% among 340,000; recombinant PAFAH1B2, FP-rhodamine activity probe; inhibition, % at 3.39 µM;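 active = inhibition above the mean of all tested compounds plus 3 SD, cut at about 24% in these data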;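 note: 0% = enzyme with DMSO and 100% = wells lacking PAFAH1B2; many of its hits are not listed in these tables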
Target sequence (P68402 whole entry, looked up): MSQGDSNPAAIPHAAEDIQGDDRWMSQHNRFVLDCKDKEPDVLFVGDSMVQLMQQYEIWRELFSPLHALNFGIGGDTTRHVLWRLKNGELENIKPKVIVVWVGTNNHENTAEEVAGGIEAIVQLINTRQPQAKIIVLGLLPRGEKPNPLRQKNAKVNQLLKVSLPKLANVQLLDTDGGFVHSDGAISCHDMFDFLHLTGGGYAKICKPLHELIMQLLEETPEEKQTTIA
pPAFAH inh: pPAFAH enzyme inhibitors, primary screen, biochemical, fluorescence polarization, human; Platelet-activating factor acetylhydrolase (Homo sapiens), Q13093; recombinant pPAFAH, FP-rhodamine probe fluorescence polarization; inhibition, % at 3.39 µM; hit rate 1.5% among 330,000; AID 463082, 2010;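 active = inhibition above the mean inhibition across the screen plus 3 SD, cut at about 25% in these data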;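 note: inhibitors block binding of the rhodamine activity-based probe so polarization drops; 0% = enzyme with DMSO and 100% = wells lacking pPAFAH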
PME-1 inh: PME-1 inhibitors via competitive probe labeling, primary screen, biochemical, fluorescence polarization, FP-Rh probe, HTS | recombinant PME-1 | inhibition, % at 5.9 µM | hit rate 0.53% among 320,000;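 active = inhibition above the campaign mean of all compounds plus 3 SD, cut at about 26% in these data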;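 note: competitive labeling of PME-1 active site by serine hydrolase directed probe; 0% = PME-1 with DMSO and 100% = wells lacking PME-1 enzyme; inhibitors block probe labeling so polarization falls and inhibition rises; many of its hits are not listed in these tables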
PAFAH2 inh: PAFAH2 enzyme inhibitors, primary screen, biochemical, fluorescence polarization, human | Platelet-activating factor acetylhydrolase 2, cytoplasmic (Homo sapiens), Q99487 | hit rate 0.99% among 340,000 | recombinant PAFAH2, FP-rhodamine activity probe | inhibition, % at 3.39 µM;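 active = inhibition above the mean over all tested compounds plus 3 SD, cut at about 30% in these data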;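 note: inhibitors block probe labeling of enzyme so polarization drops; 0% = enzyme with DMSO and 100% = wells lacking PAFAH2 protein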
Numbers without * were called inactive; nt = not tested or not shown. Only part of the results is shown, so the mix of outcomes need not match the whole.

SMILES | LYPLA1 counter | GSTO1 counter | LYPLA2 inh | PAD4 inh | PAFAH1B3 FP inh | PAFAH1B2 FP inh | pPAFAH inh | PME-1 inh | PAFAH2 inh
CCCCc1nc2cc(C(=O)N3CCNC(=O)C3CC(=O)OC)ccc2o1 (stereo not given) | 0.4 | 2.8 | 1.7 | 1.0 | -1.8 | 1.4 | 3.4 | -0.9 | 2.8
COc1ccc2c([N+](=O)[O-])c(Cl)[nH]c2c1 | 1.6 | 26.3 | -2.1 | -12.7 | 14.4 | 7.9 | 3.3 | 0.3 | 12.1
O=[N+]([O-])c1ccc2sc(SCc3nc4ccccn4c3Br)nc2c1 | 5.2 | -1.9 | 8.5 | -8.4 | nt | nt | 0.8 | 7.3 | nt
NNc1nc2ccccc2c(=O)n1Cc1ccccc1 | -6.2 | 14.6 | -8.9 | -5.7 | 6.1 | 0.1 | -5.8 | 1.3 | 2.3
COc1ccc(NC(=O)CSc2nncc(=O)n2N)cc1OC | -0.1 | 13.4 | -3.5 | 7.7 | 2.8 | 3.6 | -1.2 | 2.9 | -0.1
Cc1csc(NC(=O)CSCc2c(C)noc2C)n1 | 2.5 | 6.1 | 6.2 | 2.4 | 10.6 | 0.9 | -1.7 | 5.5 | 2.0
O=C(CCc1ccc(F)c(F)c1)NC1CCCN(Cc2ccc(Cl)cc2)C1 (stereo not given) | 0.7 | -3.0 | -5.1 | -8.4 | 8.7 | 2.9 | -2.9 | -1.3 | 3.1
O=C(CCc1ccccc1)NNC(=O)Nc1ccc(Br)cc1 | -0.4 | 3.0 | -3.9 | -0.2 | 12.1 | 3.1 | 4.2 | -2.6 | 0.8
CC(=O)N1CCN(S(=O)(=O)c2cccc(C(=O)NNC(=O)Cn3ccc(C(F)(F)F)n3)c2)CC1 | -1.0 | -4.3 | 9.8 | -2.3 | 6.6 | 4.7 | 1.8 | -0.8 | 2.9
NS(=O)(=O)c1ccc(CNS(=O)(=O)c2ccc3c(c2)OCCO3)cc1 | -0.6 | 3.6 | -2.9 | -3.7 | 9.2 | 2.6 | 2.0 | -4.3 | -2.4
O=C(COC(=O)CC1CC2CCC1C2)Nc1c(F)cccc1F (stereo not given) | 0.0 | 5.5 | 1.7 | 0.6 | 0.1 | 2.9 | 23.9 | -0.3 | 21.8
COc1cccc(C(=O)Nc2ccc(-c3nc4ccccc4o3)c(O)c2)c1 | -32.4 | -23.2 | -60.8 | -6.6 | -8.4 | -10.3 | -7.1 | -54.5 | -13.7
Cc1nc(C)c(C(=O)OCC(=O)Nc2ccccc2SCC#N)s1 | -3.4 | nt | 4.3 | -5.1 | -6.5 | 0.6 | 5.9 | -5.4 | 43.2*
NC(=O)c1cc2ccccc2o/c1=N\NC(=O)c1ccncc1 | 0.7 | 19.2 | 6.5 | -0.9 | 5.0 | -3.1 | -2.2 | 7.8 | 0.5
CC(C)(C)n1nnnc1C(c1ccc(F)cc1)N1CCC(C(N)=O)CC1 (stereo not given) | -1.1 | -11.0 | -2.6 | 1.6 | 10.7 | 0.5 | 3.8 | -3.0 | -2.3
CC(C)(C)NC(=O)CCc1nnc(Cc2c[nH]c3ccccc23)o1 | 2.0 | -4.2 | -0.1 | -3.1 | -7.7 | 1.6 | 4.2 | 0.2 | -3.6
COc1ccc(Cc2nc(-c3ccccn3)no2)cc1 | 1.5 | -3.7 | 0.0 | -1.0 | 9.0 | 2.9 | 7.4 | -2.7 | 5.7
CCN(CC)S(=O)(=O)c1cc(C(=O)OCC(=O)Nc2c(F)cccc2F)ccc1F | -0.5 | -5.3 | 7.9 | -4.7 | 7.4 | 0.4 | 32.5* | 0.3 | 28.5
CC(C(=O)Nc1ccccc1Sc1ccccc1)N(c1ccccc1)S(C)(=O)=O (stereo not given) | 3.1 | -3.8 | 12.4 | -1.5 | 4.1 | 9.1 | 6.7 | 2.9 | -0.2
CC1CC(C)CN(C(=O)CSc2nc3ccsc3c(=O)n2Cc2ccccn2)C1 (stereo not given) | -3.8 | 1.0 | 5.5 | -1.1 | -0.5 | 1.6 | -2.5 | 0.5 | 1.3
Cc1ccc(C(=O)OCC(=O)NCc2ccco2)cc1S(=O)(=O)N1CCOCC1 | 3.0 | 0.6 | 6.5 | 9.9 | 6.1 | -0.5 | 17.3 | -3.6 | 44.5*
CCCOc1ccc2c(c1)C(=NN=C(N)N)c1cc(OCCC)ccc1-2 | -6.6 | -5.8 | 4.4 | 1.9 | 10.5 | 5.8 | 13.9 | 6.4 | 1.0
OC(COc1ccc2ccccc2c1Cl)CN1CCOCC1 (stereo not given) | -4.8 | 3.9 | -4.2 | 5.4 | 2.4 | 1.2 | 6.3 | -1.6 | 2.4
COc1ccc(C(=O)NC(=S)Nc2ccc3[nH]c(=O)[nH]c3c2)c(OC)c1 | 2.9 | 3.1 | 7.2 | 1.4 | 2.0 | 3.7 | 0.5 | -3.7 | -4.8
NS(=O)(=O)c1ccc(NC(=O)C2CCCO2)cc1 (stereo not given) | 2.8 | 1.7 | 7.6 | -3.7 | nt | nt | 5.3 | -3.5 | nt
O=C(CNC(=O)C1CCCCC1)Nc1ccccc1 | -0.1 | 3.3 | -1.2 | 0.3 | 6.2 | 1.8 | -1.5 | -0.3 | -1.0
Cc1sc2nc(C3CC3)nc(SCC(=O)NCc3ccco3)c2c1C | 1.8 | 2.8 | 9.9 | -1.0 | -0.1 | -0.8 | -1.8 | -1.3 | -1.6
Cc1nn(C)c(C(=O)NNC(=S)NCC(C)C)c1Cl | 6.7 | 0.8 | 7.5 | 1.0 | 4.1 | 3.0 | 6.8 | 7.6 | -3.0
C=CCn1c(SCC(=O)c2ccc(F)cc2)nnc1-c1ccc2c(c1)OCO2 | 3.0 | 9.6 | -0.4 | 2.5 | 1.8 | 3.1 | 4.5 | -2.7 | 6.8
Cc1cccc(-c2nn(-c3ccccc3)cc2C(=O)N2CCN(C3CCS(=O)(=O)C3)CC2)c1 (stereo not given) | 0.4 | nt | 0.3 | -2.0 | 2.1 | 4.9 | 0.1 | -3.0 | 5.7
CCC(C)(C)NC(=O)C(NS(=O)(=O)c1cccs1)c1ccccc1 (stereo not given) | 1.4 | -1.5 | 13.9 | 0.5 | 3.6 | 1.4 | -2.9 | 5.2 | 7.0
COc1cc(OC)cc(C(=O)NC(C)CCc2ccccc2)c1 (stereo not given) | 1.6 | -17.0 | 0.0 | -1.4 | 2.3 | -2.5 | -0.3 | -0.1 | 8.4
CCn1c(SCC(=O)Nc2cc(C)on2)nnc1-c1ccccc1 | -0.9 | -0.6 | 1.1 | 3.1 | -3.9 | 3.3 | 3.8 | -0.3 | 5.8
C[C@@H](C(=O)NNC(=O)c1ccc(Cl)cc1)N1C(=O)C2CC=CCC2C1=O (stereo not given in full) | nt | nt | nt | 0.8 | 11.8 | 5.5 | 2.6 | nt | 3.6
CCCN(CCC)CCNC(=O)C1CCCN(S(=O)(=O)c2ccc3c(c2)oc(=O)n3C)C1 (stereo not given) | -2.8 | 5.2 | 0.9 | -1.2 | -0.7 | -2.8 | -1.1 | 1.9 | 8.1
C=CCn1c(C2CC(=O)N(c3ccc(C)cc3)C2)nc2ccccc21 (stereo not given) | -1.6 | -1.2 | 3.0 | -3.9 | 11.3 | 4.5 | 0.5 | 7.3 | -1.0
C=CCSc1nc(N)c(C(=O)Nc2ccccc2OC)cc1C(=O)Nc1ccccc1 | -1.7 | 4.9 | -0.3 | -1.3 | 4.1 | -0.6 | 5.5 | 1.2 | 3.5
Cc1cc2ncn(C(=O)c3c(-c4c(Cl)cccc4Cl)noc3C)c2cc1C | 0.8 | -0.9 | 0.1 | 1.5 | 5.4 | -2.8 | -2.1 | 4.1 | 7.8
COC(=O)c1ccccc1NC(=O)CN1CCC(n2nnc3cc(C(F)(F)F)ccc32)CC1 | 3.5 | -7.9 | 6.8 | -0.5 | 10.9 | 2.2 | 3.5 | -2.5 | 8.8
CC(C)c1ccc(Nc2nnc(SCC(=O)Nc3ncc(S(=O)(=O)c4ccc([N+](=O)[O-])cc4)s3)s2)cc1 | -1.0 | 4.5 | 7.5 | -2.9 | 11.3 | -2.0 | 1.5 | -4.5 | -5.8
COc1ccc(NC2=NC3(CCCCC3)N=C(N)N2)cc1 | 2.1 | -2.6 | 0.5 | -1.6 | 5.8 | -7.7 | -4.0 | 1.9 | -4.9
COc1ccc(-c2nnnn2C)cc1S(=O)(=O)NCCc1ccccc1 | -3.8 | -3.4 | 3.6 | -6.3 | 0.6 | 13.3 | 6.5 | 4.2 | -9.1
COc1ccccc1C(=O)NC(=S)Nc1ccc(N2CCN(C(=O)c3ccco3)CC2)cc1 | 1.6 | -22.0 | 27.1* | -0.9 | 4.3 | 5.5 | 7.2 | 5.3 | 1.4
CCOC(=O)Cn1c(=O)oc2cc(S(=O)(=O)N(C)Cc3ccccc3)ccc21 | -0.4 | -7.2 | -6.4 | -3.6 | 4.1 | 3.3 | 1.4 | -2.3 | -3.1
NC(=O)CN(c1ccc([N+](=O)[O-])cc1)S(=O)(=O)c1ccccc1 | 3.1 | 1.6 | -4.4 | -1.0 | 2.2 | 7.9 | -3.4 | 0.4 | -1.2
CNC(=O)OCCSCCS(=O)(=O)c1ccc(Cl)cc1 | -0.4 | 3.0 | -2.2 | -1.0 | -3.5 | 13.4 | -1.4 | 0.8 | -1.2
Cc1cc(C)n2nc(C(=O)OCC(=O)NNC(=O)c3ccccc3)nc2n1 | -3.4 | nt | 4.4 | 0.7 | 0.1 | -2.6 | -1.9 | -3.8 | 0.4
COc1cc(CO)ccc1OCC(=O)Nc1cccc2ccccc12 | 2.1 | 1.8 | 4.7 | -2.1 | 2.5 | 2.6 | 4.1 | 0.6 | -5.7
CCOC(=O)c1c(NC(=O)c2ccc(N3C(=O)C4C5C=CC(C5)C4C3=O)cc2)sc2c1CCCC2 (stereo not given) | 0.4 | 2.7 | 2.8 | -3.7 | -3.5 | 1.7 | -1.9 | -9.0 | -4.4
O=c1c2ccccc2ncn1CCCCOc1ccccc1F | -1.7 | 3.6 | -3.3 | 2.9 | 5.0 | -0.6 | 1.3 | -2.9 | -1.6
O=S(=O)(/N=C(/Nc1ccccc1)c1ccccc1)c1cccs1 | 0.5 | 8.8 | 1.2 | -4.4 | 0.1 | -0.9 | 1.1 | 2.5 | 2.1
CCN(CCCNC(=O)C1CCN(S(=O)(=O)c2cnc[nH]2)CC1)c1ccccc1 | 4.8 | 6.1 | 2.2 | 3.0 | 2.0 | 3.0 | -2.7 | 3.8 | 4.1
Cc1cccc(-n2nnc(C(=O)NCc3ccco3)c2N)c1 | -4.3 | 9.6 | -0.9 | -1.6 | 4.1 | 2.3 | 4.5 | -4.8 | 0.0
O=C(CNC(=O)c1ccco1)N=Nc1c(O)n(CCc2ccccc2)c2ccccc12 | -0.2 | 1.6 | -4.4 | -4.9 | -3.8 | 6.5 | 7.0 | -3.3 | 0.6
